Mito fusion yeast: inhibitors of mitochondrial division or activators of mitochondrial fusion; Potency, µM (highest dose often 46.1 µM), for inactives: at the highest dose growth rescue (activation), most hits filed as activators; S. cerevisiae fusion-defective mutant growth rescue, CellTiterGlo 48 h; 320,000 compounds, 0.23% hits;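 note: potency is the fitted concentration of half-maximal effect; % of control where 0% means no effect; nearly all actives have a fitted effect of over 45% in size; temperature-sensitive fusion mutants such as fzo1-1 at 37 °C on non-fermentable ethanol glycerol medium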
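Read-out: ATP-based luminescence (CellTiterGlo, 10 min ambient) reporting growth of fusion-defective ts yeast after 48 hours at 37C on glycerol/ethanol YPEG medium in the presence of compound.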
TSG101-PTAP inh: blocks PTAP/TSG101 interaction to inhibit HIV-1 budding. Fluorescence polarization, FITC-PTAP peptide / Tsg101 binding. Potency, µM (series often up to 115 µM), for inactives: top-dose activity change, negative = inhibition, hits mostly inhibitors. 340,000 tested, under 10 active. Q99816; active = well fitted inhibition curve with a large enough effect in the main read-out, with a control signal flat, not every such curve was filed as active; inconclusive = small, poorly fitted or top-dose-only effect, or effect the other way, or a change in a side signal; inactive = no such curve, though single readings can be large or run the other way; note: potency is the fitted concentration of half-maximal effect; % of control where 0% means no effect
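Steps: Tsg101 binding domain dispensed (10 uM final), compounds pinned in DMSO, FITC-labeled PTAP-motif peptide added (50 nM final); after 20 min binding at room temperature, polarization measured.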
BCR signal inh: inhibitors of chronic active B-cell receptor signaling; ABC-DLBCL IkBa-CBG/CBR reporter, luminescence ratio, 4 h; Potency, µM (doses to about 46.1 µM), without a hit: at the highest dose ratio change, negative = lower green/red ratio, hits mostly inhibitors; 340,000 compounds, 0.05% hits; AID 493014; active = well fitted inhibition curve with a large enough effect in the signal ratio, with a control signal flat, not every such curve was filed as active; inconclusive = small, poorly fitted or top-dose-only effect, or effect the other way, or a change in a side signal; the % refers to the signal ratio;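 note: potency is the fitted concentration of half-maximal effect; plate controls were basal doxycycline-induced cells for no effect and cells given 10 µM MG132 for full effect; MG132 reads +100%, hits lower the ratio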
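TMD8 ABC-DLBCL cells carrying doxycycline-inducible green luciferase fused to IkappaBalpha plus unfused red luciferase were exposed to compounds (up to 46 uM) for 4 hrs at 37C. Activity came from the overlap-corrected green/red luminescence ratio.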
ELG1 DNA repair: ELG1-dependent DNA repair inhibition; HEK293T ELG1-luciferase reporter, luminescence, 16 h; DNA damage induced by 5-fluorouridine; Potency, µM (doses to about 46.1 µM), inactives show top-dose activity change, negative = inhibition, most hits filed as inhibitors; 330,000 compounds, 2.3% hits; AID 504467; note: potency is the fitted concentration of half-maximal effect; % is set by controls: 0 for no effect and ±100 for the full control effect; nearly all actives have a fitted effect of over 55% in size
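Reporter activity after DNA damage by 5-fluorouridine is monitored. Compound-treated cells incubate 16 hr at 37 °C, then ONE-Glo is added for 30 min before luminescence reading.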
USP2a inh: blocks human ubiquitin-specific protease USP2a | O75604 | USP2 core, Ub-CHOP2 coupled fluorogenic reporter, 485/531 | Potency, µM (doses to about 38.3 µM), for the others: top-dose activity change, negative = inhibition, hits mostly inhibitors | 330,000 compounds, 0.01% hits | AID 463254;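 note: potency is the fitted concentration of half-maximal effect; plate controls were DMSO wells for no effect and full inhibition by NEM control for full effect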
Target sequence (O75604 whole entry, looked up): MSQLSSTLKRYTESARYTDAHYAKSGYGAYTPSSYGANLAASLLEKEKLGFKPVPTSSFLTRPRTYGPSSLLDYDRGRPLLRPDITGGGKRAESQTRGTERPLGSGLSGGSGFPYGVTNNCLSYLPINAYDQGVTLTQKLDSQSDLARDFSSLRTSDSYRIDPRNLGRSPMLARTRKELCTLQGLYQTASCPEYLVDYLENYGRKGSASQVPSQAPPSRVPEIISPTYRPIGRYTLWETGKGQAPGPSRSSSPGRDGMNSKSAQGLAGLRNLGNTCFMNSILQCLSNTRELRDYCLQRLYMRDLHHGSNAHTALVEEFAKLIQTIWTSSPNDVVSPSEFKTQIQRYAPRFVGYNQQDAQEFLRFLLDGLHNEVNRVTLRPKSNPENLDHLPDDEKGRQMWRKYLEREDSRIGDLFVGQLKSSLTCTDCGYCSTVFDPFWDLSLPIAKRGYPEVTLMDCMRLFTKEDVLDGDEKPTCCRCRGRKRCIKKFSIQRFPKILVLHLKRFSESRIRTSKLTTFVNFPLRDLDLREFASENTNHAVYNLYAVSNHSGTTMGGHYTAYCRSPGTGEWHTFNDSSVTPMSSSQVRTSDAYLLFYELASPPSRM
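Deubiquitinase activity read as fluorescence (485/531 nm) after Ub-CHOP2 cleavage activates the enterokinase reporter on its substrate; USP2 core 10nM, Ub-CHOP2 and substrate 25nM each, 30min compound preincubation then 60min RT; data normalized to NEM, curves fitted.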
Tb PFK block: blocks T. brucei phosphofructokinase | T. brucei PFK, ADP-Glo luminescence | Potency, µM (doses to about 57.5 µM), for inactives: top-dose activity, negative = inhibition, usual class: inhibitors | 330,000 compounds, 0.17% hits;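 note: potency is the fitted concentration of half-maximal effect; 0% = uninhibited 1x PFK enzyme wells and -100% = no-enzyme wells; nearly all actives have a fitted effect of over 60% in size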
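In TEA buffer at pH 8.0 with 5 mM MgCl2, enzyme (1.25 nM) converted F6P (0.5 mM) and ATP (0.1 mM) for 45 min at room temperature. ADP product was read by luciferase luminescence.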
TCR act: activators of T cell receptors. Potency, µM (series often up to 9.22 µM), for the others: at the highest dose activation of IL-2 secretion, hits mostly activators. primary human leukocytes, anti-CD3, IL-2 HTRF, 48 h. 330,000 tested, under 10 active; note: % of control where 0% means no effect
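TCR engagement came from a-CD3 beads alone, with compounds added to primary human leukocytes for 48 hr. Secreted IL-2 bridged europium cryptate- and d2-labelled anti-IL-2 antibodies, giving FRET emission at 665nm after 320nm excitation.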
B2AR arrestin: beta2AR (human) beta-arrestin recruitment activity. P07550. beta-arrestin recruitment to beta2AR, cell-based reporter. Potency, µM (doses to about 46.1 µM), without a hit: at the highest dose activation, usual class: activators. 330,000 compounds, 0.02% hits;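 note: potency is the fitted concentration of half-maximal effect; 0% = DMSO controls and full agonism = EC100 isoproterenol or metaproterenol; nearly all actives have a fitted effect of over 65% in size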
TSHR antag: blocks TSH signaling through the human TSH receptor. P16473. TSHR-expressing cells, TSH-stimulated cAMP HTRF, 2 h; active compounds read low. activity change, negative = inhibition, % at 11.5 µM. 330,000 compounds, 0.2% hits. AID 504810;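 active = activity change below a set negative limit, meaning inhibition stronger than a set level, cut at about -70% in these data; inconclusive = activity change between two set negative limits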; note: % is set by controls: 0 for no effect and ±100 for the full control effect
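TSHR-expressing cells were treated with compounds, then stimulated with TSH at EC80 (4nM final) for 2 hours at 37 deg C. Cellular cAMP was measured by HTRF competition between lysate cAMP and cAMP-d2 for a cryptate-labelled anti-cAMP antibody.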
Eya2 inh: Eya2 (human) phosphatase inhibition | O00167 | recombinant Eya2, OMFP fluorescence dephosphorylation (OMFP is methylfluorescein phosphate) | Potency, µM (series often up to 76.9 µM), for inactives: at the highest dose activity, negative = inhibition, most hits filed as inhibitors | 330,000 compounds, 0.006% hits | AID 488837; note: potency is the fitted concentration of half-maximal effect; % is set by controls: 0 for no effect and ±100 for the full control effect
Target sequence (O00167 whole entry, looked up): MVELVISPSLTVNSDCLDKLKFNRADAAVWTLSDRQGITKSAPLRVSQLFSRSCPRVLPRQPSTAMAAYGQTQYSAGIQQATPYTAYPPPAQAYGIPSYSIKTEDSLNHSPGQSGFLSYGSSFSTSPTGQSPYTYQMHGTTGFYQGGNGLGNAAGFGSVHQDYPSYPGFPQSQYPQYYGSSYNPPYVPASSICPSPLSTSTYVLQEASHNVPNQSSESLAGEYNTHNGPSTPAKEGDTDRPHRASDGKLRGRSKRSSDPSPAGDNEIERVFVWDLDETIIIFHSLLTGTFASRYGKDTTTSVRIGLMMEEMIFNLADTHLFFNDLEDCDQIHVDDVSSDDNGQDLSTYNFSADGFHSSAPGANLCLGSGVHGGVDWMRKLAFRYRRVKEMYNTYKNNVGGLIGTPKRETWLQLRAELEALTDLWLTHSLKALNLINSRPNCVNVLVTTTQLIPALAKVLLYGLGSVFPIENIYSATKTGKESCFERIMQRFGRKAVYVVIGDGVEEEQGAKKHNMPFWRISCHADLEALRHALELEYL
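Eya2 protein (added as 0.2 uM solution) was preincubated with compound for 10 min at ambient temperature in 50 mM HEPES pH 7.5, 50 mM NaCl, 5 uM MgCl2, 0.05% BSA, 1 mM DTT. OMFP (added at 50 uM) then reacted 10 min; fluorescence read at 485/525 nm.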
uPA generation: blocks generation of uPA at the cell surface. cell surface uPA generation assay, qHTS. 330,000 compounds, 0.31% hits. AID 540303. Potency, µM (titrated, usually from 38.3 µM), inactives show at the highest dose activity change, negative = inhibition, usual class: inhibitors; active = well fitted inhibition curve with a large enough effect; inconclusive = small, poorly fitted or top-dose-only effect; inactive = no such curve, though single readings can be large or run the other way; tested in mouse RAW 264.7 cells; note: potency is the fitted concentration of half-maximal effect; % is set by controls: 0 for no effect and ±100 for the full control effect; nearly all actives have a fitted effect of over 55% in size
The depositor's hits bear a star; ? = inconclusive; . = not tested or not shown; [ ] = dose if it differs, or a comment. Unless noted, calls come from the whole dose curve; as a rule, active = well fitted curve in the direction sought with a large enough effect; inconclusive = small, poorly fitted or top-dose-only effect, or another doubt; inactive = no such curve, though single readings can be large; an effect the other way counts as inactive or inconclusive.

SMILES	Mito fusion yeast	TSG101-PTAP inh	BCR signal inh	ELG1 DNA repair	USP2a inh	Tb PFK block	TCR act	B2AR arrestin	TSHR antag	Eya2 inh	uPA generation
CC(=O)c1cccc(OCc2cc(C(=O)NC3CCN(Cc4ccccc4)CC3)no2)c1	-1%	-1%	-2%	?	-3%	1%	-2%	-0.6%	14	9%	1%
Cc1ccc([N+](=O)[O-])cc1-c1[nH]c(-c2ccc(O)c(O)c2)nc1-c1ccccc1	5%	1%	-14%	?	-2%	-1%	2%	4.2%	-18	3%	.
O=c1oc2ccccc2c(Nc2cc3ccccc3cc2O)c1[N+](=O)[O-]	6%	0%	?	?	-1%	-2%	-2%	0.0%	4	5%	-15%
O=C(Nc1ccccc1N1CCCCC1)c1ccc(-c2cccc(Cl)c2)o1	9%	0%	0%	0%	4%	-1%	-1%[46.1 µM]	-1.4%	34	-4%	-8%
Cc1ccc2ncccc2c1NS(=O)(=O)c1ccccc1	0%	-10%	-3%	-11%	-1%	0%	3%	0.4%	-24	3%	-1%
CCOC(=O)C1(CCC(C)C)CC(CSc2nc3ccccc3[nH]2)OC1=O (configuration not stated)	2%	-6%	-18%	?	1%	0%	-6%	0.1%	-16	-23%	1%
COc1ccc2c(c1)CN(C)S(=O)(=O)c1ccccc1-2	.	-4%	0%	14%	-1%	1%	-2%[46.1 µM]	-0.4%	5	-1%	0%
COc1cc(-c2ccc(NC(=O)c3ccc(C)cc3)c(OC)c2)ccc1NC(=O)c1ccc(C)cc1	-2%	-9%	10%	13%	-1%	-2%	5%	-4.5%	1	9%	-7%
CCCn1c(O)c(N=N)c2ccccc21	1%	-4%	-17%	8%	3%	-1%	-1%	-0.3%	5	1%	0%
CSCCC(NC(=O)c1ccccc1Br)C(=O)NCC(C)(C)N1CCOCC1 (configuration not stated)	0%	-6%	3%	9%	-1%	-9%	1%	0.2%	19	1%	-3%
O=C(Nc1ccccc1N1CCCCC1)c1ccc2nccnc2c1	24%	1%	8%	-18%	3%	0%	-8%	-1.0%	-7	-6%	8%
CC(C)CCNC(=O)CN(C(=O)CCC(=O)Nc1nccs1)C1CCCCC1	-6%	-2%	-2%	-6%	3%	1%	-4%	0.3%	-7	4%	.
COc1ccc(C(CNC(=O)c2ccc(Br)o2)N2CCN(C)CC2)cc1 (configuration not stated)	-9%	0%	0%	-8%	1%	-3%	5%	0.3%	5	12%	-10%
NC(=O)c1cc(S(=O)(=O)NCCCc2ccccc2)cs1	7%	0%	0%	-22%	0%	-1%	-3%	0.0%	-6	6%	12%
CCOc1ccccc1OCC(=O)NNC(=S)NC1CCCCC1	-2%	-3%	-2%	-1%	0%	-11%	1%	0.6%	-11	7%	-6%
O=C(COC(=O)CC1CCCC1)Nc1ccccc1[N+](=O)[O-]	6%	-3%	-1%	21%	3%	-4%	-2%	0.0%	-4	5%	?
COc1cccc(CN(C)C(=O)c2ccc(COc3ccc(Cl)cc3)cc2)c1OC	-19%	-6%	12%	?	-2%	4%	2%	0.4%	2	4%	-3%
O=C(NCCCN1CCOCC1)c1cc(-c2ccccc2)nc2ccccc12	-4%	0%	1%	4%	1%	-2%	-6%	-0.7%	-2	9%	-5%
COc1ccc(CNC(=O)c2n[nH]c3ccccc23)cc1OC	-6%	-2%	15%	2%	2%	1%	-14%	0.0%	-4	-4%	1%
COc1ccc(C(=O)/C=C/C(=O)N(CC(=O)NC2CCCCC2)Cc2cccs2)c(O)c1	13%	-6%	?	?	0%	-1%	-5%	-0.5%	-13	-4%	?
N#C/C(=C\c1ccccc1)C(=O)NC(=O)Oc1ccccc1	-3%	-12%	-2%	-1%	7%	-2%	-1%	0.1%	0	-2%	0%
COc1ccc(CCNC(=O)C2CCN(S(=O)(=O)c3cccs3)CC2)cc1OC	-3%	-2%	6%	-3%	0%	-5%	1%	-0.1%	-5	-5%	4%
S=c1[nH]cc(-c2ccccc2)[nH]1	-23%	-8%	?	-12%	4%	-24%	3%	-0.2%	6	-1%	3%
Cc1ccc(-c2cc(C(=O)NCCCN3CCOCC3)c3ccccc3n2)cc1C	6.3µM*	-3%	12%	9%	-1%	0%	-3%	-0.2%	-6	-8%	-7%
Cc1ccc(C)c2nc3sc(C(=O)N4CCCc5ccccc54)c(N)c3cc12	5%	?	?	5%	6%	0%	-5%	0.3%	-12	-8%	.
SMILES	Mito fusion yeast	TSG101-PTAP inh	BCR signal inh	ELG1 DNA repair	USP2a inh	Tb PFK block	TCR act	B2AR arrestin	TSHR antag	Eya2 inh	uPA generation
Cc1ccc(-n2ncc3c2CC(C)(C)CC3NC(=O)CCN2CCCO2)cc1 (configuration not stated)	2%	1%	5%	-2%	1%	1%	0%	-0.3%	4	-1%	2%
CC(C)CC(c1nnnn1CC1CCCO1)N1CCN(C2CCCC2)CC1 (configuration not stated)	1%	0%	1%	9%	1%	23%	0%	0.3%	0	-15%	2%
COc1ccc(N2CCN(C(=O)Cc3ccc(OC)c(OC)c3)CC2)cc1	3%	1%	-1%	?	4%	1%	1%	-1.0%	13	?	-1%
O=C(Nc1ccccc1)C1CCCN1S(=O)(=O)c1ccc(Br)cc1 (configuration not stated)	2%	-2%	9%	2%	4%	0%	13%	-1.0%	-5	4%	7%
COc1cc(C(=S)N2CCCCC2)ccc1OCC(=O)N1CCCC1	-1%	-6%	?	29%	4%	-5%	1%	-0.2%	0	-30%	-2%
Fc1cc(F)cc(NC(=S)NN2CCOCC2)c1	4%	-1%	-3%	-10%	5%	-1%	5%	0.0%	-1	5%	-1%
c1ccc(N2CCN(Cc3ccsc3)CC2)nc1	-2%	-4%	10%	-4%	-1%	0%	-1%	-0.4%	3	5%[15.4 µM]	3%
Cc1ccc(NC(=O)CCCc2nc3ccccc3c(=O)[nH]2)c(Cl)c1	6%	1%	?	1%	-1%	0%	.	-0.2%	5	-4%	-15%
CCOC(=O)c1ccc(N2C(=O)c3n[nH]c(C)c3C2c2ccccn2)cc1 (configuration not stated)	-2%	-4%	?	-17%	0%	-5%	1%	0.2%	-2	-19%	9%
CCOc1cc(C2c3c(oc4cc(C)c(Cl)cc4c3=O)C(=O)N2Cc2ccco2)ccc1O (configuration not stated)	1%	-3%	-6%	?	5%	1%	2%	-0.5%	-4	0%	.
Cc1ccc(NC(=O)c2ccc(Cn3cc(Cl)cn3)o2)c(C)c1	5%	.	5%	?	0%	1%	.	0.3%	-12	3%	.
Cc1cccc(NC(=O)CSc2nnc(Cc3ccccc3)o2)c1	5%	-2%	12%	5%	2%	-6%	7%	-0.3%	-6	-9%	7%
Cc1nc2sc(-c3ccccc3)cc2c(=O)n1-n1cccc1	-1%	0%	?	?	3%	1%	4%	-0.2%	-5	-29%	-6%
Fc1ccc(-c2nnn(Cc3ccc(F)cc3Cl)n2)cc1	-45%[inhibitor]	1%	3%	?	3%	6%	4%	0.0%	-5	-7%	10%
Cc1ccc(CNC(=O)C2CC(c3ccccc3[N+](=O)[O-])=NO2)o1 (configuration not stated)	1%	-8%	?	-1%	-1%	2%	-1%	0.1%	0	5%	-13%
O=C(/C(=C(\O)c1ccccc1)c1ncc[nH]1)c1ccccc1	-3%	-3%	-5%	-14%	-1%	-6%	-4%	0.2%	-6	24%	1%
COc1cccc(NC(=O)COC(=O)CCCc2c[nH]c3ccccc23)c1	-3%	-4%	-22%	14%	0%	0%	0%	-0.5%	2	-9%	.
O=C(CSc1nnnn1-c1ccccc1)NCCCN1CCCC1=O	.	-6%	?	0%	3%	5%	5%	0.4%	4	-1%	-2%
COc1cccc(N2C(=NC(=O)CCc3ccccc3)SC3CS(=O)(=O)CC32)c1 (configuration not stated)	0%	0%	-3%	?	-1%	0%	11%	0.3%	5	10%	-4%
O=C(CCCCCNc1nc(=S)[nH]c2ccccc12)NCCc1c[nH]c2ccccc12	2%	-4%	?	18µM*	3%	0%	-1%[46.1 µM]	0.4%	-5	-1%	17%
O=C(/C=C/c1ccc([N+](=O)[O-])cc1)NCCSc1ccccc1	4%	2%	12%	?	-2%	-4%	6%	-0.8%	5	3%	.
O=S(=O)(Nc1nccs1)c1ccc2c(c1)OCCO2	-2%	2%	3%	12%	-3%	0%	1%	-0.9%	0	1%	-2%
